Bioassay records as filed in PubChem.
HEK293 tox – cytotoxic in the GLP-1 receptor inverse agonist counter-screen; HEK293 cAMP-luciferase reporter cells, luminescence, 24 h; Potency, µM (titrated, usually from 38.3 µM), inactives show top-dose activity change, negative = inhibition, actives largely listed as inhibitors; 0.13% of 410,000 active; AID 624418;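 further: loss of luciferase light is scored as toxicity; on the % scale 0 is the no-effect control and ±100 the full control effect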
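Cells in DMEM/10% Nu serum/1% pen-strep, 1536-well format. Pre-incubated 12 h, dosed with 23 nL compound, incubated a further 24 h. Luciferase detection, 12 min at room temp, luminescence.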
PTHR1 agonist – agonists of human PTHR1 parathyroid hormone receptor. HEK293 GP2 PTHR1 cells, GloSensor cAMP luminescence, 1 h. AID 743266. Potency, µM (highest dose often 115 µM), for inactives: top-dose activation, usual class: activators. Q03431. 0.075% of 410,000 active; further: nearly all actives have a fitted effect of over 55% in size; some results filed as inactive show a strong effect at the top dose; inactives centre near -15; many of its hits are not listed in these tables
Target sequence (Q03431 whole entry, looked up): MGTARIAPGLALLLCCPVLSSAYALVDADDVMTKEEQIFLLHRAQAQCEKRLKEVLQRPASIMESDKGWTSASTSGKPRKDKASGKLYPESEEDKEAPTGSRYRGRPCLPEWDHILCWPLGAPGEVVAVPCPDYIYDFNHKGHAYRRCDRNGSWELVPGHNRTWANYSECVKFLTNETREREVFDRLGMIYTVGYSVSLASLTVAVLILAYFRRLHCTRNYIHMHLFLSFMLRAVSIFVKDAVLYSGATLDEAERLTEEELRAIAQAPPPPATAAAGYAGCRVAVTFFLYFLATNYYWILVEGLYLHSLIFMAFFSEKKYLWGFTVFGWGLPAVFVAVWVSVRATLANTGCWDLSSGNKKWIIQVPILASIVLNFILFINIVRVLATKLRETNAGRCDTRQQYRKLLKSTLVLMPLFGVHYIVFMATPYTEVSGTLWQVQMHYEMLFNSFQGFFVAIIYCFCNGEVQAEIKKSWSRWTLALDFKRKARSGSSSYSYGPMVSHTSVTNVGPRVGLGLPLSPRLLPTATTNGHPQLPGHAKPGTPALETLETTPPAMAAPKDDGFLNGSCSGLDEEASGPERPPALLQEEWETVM
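HEK-293-derived GP2 cells expressing PTHR1 and a GloSensor cAMP reporter, 3,000/well, plated overnight, given luciferin plus IBMX (each 0.5 mM as added) for 1 h at 37 °C, then compound for 1 h at 37 °C. Luminescence was read after 15 min at room temperature.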
GLP1R inv ag – acts as inverse agonist at human GLP-1 receptor; AID 624417; Potency, µM (doses to about 38.3 µM), inactives show at the highest dose activity change, negative = inhibition, most hits filed as inhibitors; HEK293 GLP-1R CRE-luciferase, luminescence, 24 h; GLP-1R form is constitutively active; 1.6% of 410,000 active; further: on the % scale 0 is the no-effect control and ±100 the full control effect; nearly all actives have a fitted effect of over 55% in size
Target sequence (P43220 whole entry, looked up): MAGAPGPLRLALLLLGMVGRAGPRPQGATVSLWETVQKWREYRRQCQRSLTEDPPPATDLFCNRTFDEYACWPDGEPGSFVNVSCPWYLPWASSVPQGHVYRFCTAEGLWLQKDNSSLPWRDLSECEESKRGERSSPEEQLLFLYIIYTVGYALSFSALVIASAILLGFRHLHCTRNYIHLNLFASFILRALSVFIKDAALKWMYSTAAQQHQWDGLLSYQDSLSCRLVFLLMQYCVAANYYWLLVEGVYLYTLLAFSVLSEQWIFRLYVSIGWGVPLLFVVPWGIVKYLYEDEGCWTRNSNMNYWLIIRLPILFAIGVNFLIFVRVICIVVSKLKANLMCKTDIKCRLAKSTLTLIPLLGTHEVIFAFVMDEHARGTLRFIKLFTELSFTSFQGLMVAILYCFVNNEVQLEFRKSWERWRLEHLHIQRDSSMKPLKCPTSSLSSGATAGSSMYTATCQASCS
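Using stably transfected HEK293 (constitutively active GLP-1R, cAMP-luciferase reporter), compounds were incubated 24 hr and luciferase measured by luminescence.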
The depositor's hits bear a star; i = inactive; ? = inconclusive; [ ] = another dose, or the depositor's remark. The call rests on the fitted dose curve; in most records, active means well fitted curve in the direction sought with a large enough effect; inconclusive means small, poorly fitted or top-dose-only effect, or another doubt; inactive means no such curve, though single readings can be large; an effect the other way counts as inactive or inconclusive. Potency means the concentration at half of the fitted maximal effect.

SMILES	HEK293 tox	PTHR1 agonist	GLP1R inv ag
O=C(NC1CC(=O)N(c2ccccc2)C1)c1cc2ccccc2o1 (centres undefined)	-1.0%	i	11.0%
O=c1c2oc3ccccc3c2n(Cc2ccc(Cl)cc2)c(=O)n1Cc1ccc2c(c1)OCO2	-5.2%	4.5%	-9.6%
CCc1ccc(NC(=O)C(C)n2nnc3sc(-c4ccccc4)cc3c2=O)cc1 (centres undefined)	4.5%	i	5.2%
O=C(NCc1cccs1)c1ccc2c(c1)N(Cc1ccccc1Cl)C(=O)c1ccccc1S2	-4.9%	-34.0%	?
CCc1ccc(CNC(=O)CSc2cc(=O)n(CC)c3ccccc23)cc1	-23.8%	-21.1%	?
O=C(NCCCO)C(=O)Nc1c2c(nn1-c1ccc(F)cc1)CSC2	0.5%	-12.7%	7.2%
Cn1nccc1C(=O)NCc1ccc2c(c1)CCN2C(=O)c1ccc(F)cc1	1.3%	-62.5%[inhibitor]	?
COC(=O)c1ccccc1NC(=O)Cn1c(=O)n(-c2ccc(Cl)cc2)c(=O)c2c(C)c(C)sc21	-8.3%	i	3.1%
CCOc1ccccc1CNC(=O)C1CCN(S(=O)(=O)c2cccc3nonc23)CC1	5.3%	i	-1.1%
COc1cccc(N2CCN(c3ncnc4c3c(-c3ccccc3)cn4-c3ccc(C)cc3)CC2)c1	10.8%	?	8.3%
COc1ccc(-c2ccc(=O)n(CC(=O)Nc3ccc(N(C)C)cc3)n2)cc1	-7.1%	i	20.7%
Cc1ccc2sc(N3CCN(C(=O)C4COc5ccccc5O4)CC3)nc2c1C (centres undefined)	-5.0%	i	6.1%
Cc1cccc(N2CCN(C(=O)c3ccc4c(Cl)c5c(nc4c3)CCCC5)CC2)c1C	6.9%	-23.2%	-14.6%
CCOCCCNc1ncnc2c1cnn2-c1ccc(C)c(C)c1	-28.0%	-46.2%[inhibitor]	?
Cc1ccc(CN2CCCn3nc(C(=O)NC(C)C)cc3C2=O)cc1	-8.0%	i	14.0%
Cc1cccc(N2CCN(C(=O)Cn3nc(Cc4cccnc4)c4ccccc4c3=O)CC2)c1C	-11.2%	-94.3%[inhibitor]	?
COc1cccc(NC(=O)c2sc3nc(C)c(C(=O)Nc4ccc(Cl)cc4)c(-c4ccc(Br)cc4)c3c2N)c1	0.9%	i	-14.5%
COCCCNC(=O)CSc1nc2cc3c(cc2c(=O)n1CCCCCC(=O)NCCc1ccc(OC)c(OC)c1)OCO3	9.8%	-24.6%	12.3%
CCCOc1ccccc1Cn1c(=O)sc2ccccc21	-2.8%	i	?
O=C(NCc1cccc(Br)c1)c1cccn1-c1nnc(N2CCCCC2)s1	-10.5%	-37.6%[inhibitor]	?
CCN(Cc1ccccc1)C(=O)Cn1c(=O)n(Cc2ccccc2)c(=O)c2c1c1cc(OC)ccc1n2C	-1.8%	i	5.3%
COc1ccc(-n2nc(C(=O)Nc3ccc(C)cn3)c3c4ccccc4n(C)c3c2=O)cc1Cl	-7.5%	i	3.9%
CCCOc1ccc(NC(=O)CC2C(=O)N(c3cccc(OC)c3)C(=O)N2CCc2ccncc2)cc1 (centres undefined)	0.0%	i	-3.5%
Cc1c(C)n(Cc2ccccc2)c2ccc(C(=O)NCc3ccc(OC(C)C)cc3)cc12	18.2%	22.5%	?
CC(C)Oc1ccc(C(=O)N2CC(=O)Nc3ccc(F)cc3C2c2ccc(F)cc2)cc1 (centres undefined)	0.0%	i	?
CC(C)Oc1ccc(C(=O)Nc2ccc3oc(-c4ccncc4)nc3c2)cc1	2.0%	i	8.2%
O=C(Cc1ccc(F)cc1)NCCc1csc2nc(-c3ccc(Cl)cc3)nn12	3.0%	-34.2%[inhibitor]	?
CCC(C)NC(=O)CSc1nc2cc3c(cc2c(=O)n1CCCCCC(=O)NCc1ccc(OC)cc1)OCO3 (centres undefined)	4.9%	-28.2%	12.4%
Cc1cccc(C(=O)Nc2c(C(=O)NCc3ccc(Cl)cc3)sc3nc(C)cc(C)c23)c1	-8.5%	?	-14.4%
COc1ccc(NC(=O)COCc2cc(-c3ccco3)on2)cc1Cl	0.4%	-16.6%	12.8%

Ordered by count of non-hydrogen atoms (ascending): some entries from above
SMILES	HEK293 tox	PTHR1 agonist	GLP1R inv ag
CCOCCCNc1ncnc2c1cnn2-c1ccc(C)c(C)c1	-28.0%	-46.2%[inhibitor]	?
Cc1c(C)n(Cc2ccccc2)c2ccc(C(=O)NCc3ccc(OC(C)C)cc3)cc12	18.2%	22.5%	?
COc1cccc(N2CCN(c3ncnc4c3c(-c3ccccc3)cn4-c3ccc(C)cc3)CC2)c1	10.8%	?	8.3%

(more compounds)
SMILES	HEK293 tox	PTHR1 agonist	GLP1R inv ag
CC(=O)c1ccc(NC(=O)COc2ccccc2-c2nc(C(C)C)no2)cc1	-0.6%	i	8.7%
Cc1ccc(-c2cnc(C3CC3)o2)cc1S(=O)(=O)Nc1cccc(C#N)c1	-27.0%	-88.7%[inhibitor]	-51.5%
O=C(Nc1ccccc1O)c1cc(S(=O)(=O)N2CCCC2)ccc1Cl	2.7%	-46.6%[inhibitor]	?
COc1ccc(OCC(=O)OCc2cc(=O)n3nc(C4CC4)sc3n2)cc1	-8.0%	i	-3.1%
COc1ccc(CNc2oc(/C=C/c3cc(OC)c(OC)c(OC)c3)nc2C#N)cc1	155.1%[activator]	-1.1%	4.9%
CCCCOc1ccc(C2=NC(c3ccccc3)=Nc3ccc(OC)cc3N2)cc1	1.1%	-2.7%	-8.4%
COCCCNC(=O)c1c(NC(=O)c2cc(=O)c3ccccc3o2)sc2c1CCCC2	-2.6%	-10.7%	-1.1%
COc1ccc(-c2cc(NCc3ccc(C)cc3)n3cnnc3n2)cc1	5.3%	i	14.7%
O=C(Cn1c(-c2cccs2)cc2cc(F)ccc21)N1CCN(c2cccc(Cl)c2)CC1	1.2%	-10.9%	?
O=C(NCCc1ccccc1)c1nn(-c2ccccc2F)nc1CO	-1.7%	-15.4%	-6.9%
COc1cccc(N2CCN(C(=O)c3cnc4c(-c5ccccc5)c(C)nn4c3C)CC2)c1	0.4%	i	0.0%
Cc1ccc(CSc2nc3cccnc3n2Cc2ccc(C(=O)NC3CC3)cc2)cc1	3.2%	-4.8%	3.9%
CC(C)COC(=O)/C(C#N)=C\c1ccc(-c2ccccc2Cl)o1	22.0%	-7.5%	6.4%
COc1ccc(OC)c(CCNC(=O)c2c(C)oc3ncn(C)c(=O)c23)c1	9.0%	-64.4%[inhibitor]	0.7%
CCc1cc2c(cc3c(=O)n(CC(=O)N4CCC(C)CC4)nc(CC)n32)s1	3.7%	2.4%	-15.8%
COc1ccc(NC(=O)CSC2=Nc3ccccc3C3=NC(CC(=O)NCc4ccco4)C(=O)N23)cc1 (centres undefined)	2.6%	-9.2%	-9.2%
Cc1ccc(NC(=O)c2sc3nc(-c4ccc(F)cc4)cn3c2C)c(C)c1	7.4%	-65.3%[inhibitor]	12.1%
COc1ccc(CCNC(=O)Cn2c(C)c3cnn(-c4ccccc4)c(=O)c3c2C)cc1OC	2.7%	i	7.4%
CCC(C)NC(=O)c1ccc(Cn2c(=O)c3cccn3c3cccnc32)cc1 (centres undefined)	8.8%	?	-4.0%
COc1cccc(CNC(=O)N2CCc3c(sc4c3CCCC4)C2c2ccc(F)cc2)c1 (centres undefined)	0.6%	i	?
Cc1cccc(OCCSc2nc3ccccc3n2CC(=O)N2CCOCC2)c1C	-5.9%	i	0.9%
Cc1ccc(NC(=O)CCS(=O)(=O)c2cc(Br)cc3c2N(C(=O)C2CC2)CC3)cc1	1.6%	i	11.9%
O=C(Nc1ccc(F)cc1C(F)(F)F)C1CCN(c2ncccn2)CC1	5.9%	-0.8%	-4.1%
Cn1c(=O)c2sccc2n2c(CCCC(=O)Nc3ccc(Cl)cc3)nnc12	2.2%	i	11.0%
CCc1ccc(-c2nc(CN3CCC(C(=O)NCCc4ccc(Cl)cc4)CC3)c(C)o2)cc1	0.3%	i	6.1%
CCc1ccccc1N(C)C(=O)C1CCCN(c2ncnc3onc(-c4ccc(F)cc4)c23)C1 (centres undefined)	-3.1%	i	6.8%
COc1ccc(NC(=O)NCCc2c(C)nn(C)c2C)c(OC)c1	-2.6%	i	2.6%
CCOc1ccc(-n2cc(-c3ccccc3)c3c(NC4CCCC4)ncnc32)cc1	7.8%	-34.6%[inhibitor]	?
CCSc1nnc(NC(=O)c2cc(=O)c3cc(C)ccc3o2)s1	3.4%	-1.8%	10.4%
CCCCCN1C(C(=O)c2ccccc2)=C(NC(=O)c2ccccc2Cl)c2ccccc2S1(=O)=O	5.8%	-18.8%	11.2%
CN(C)c1ccc(CNC(=O)c2cc3ccccn3n2)cc1	2.3%	-2.2%	12.4%
Cc1ccc(/C=C/c2onc(C)c2S(=O)(=O)N2CCC(C(=O)NCc3ccc(OC(C)C)cc3)CC2)cc1	2.3%	i	17.5%
O=C(CSc1oc(-c2ccccc2)nc1S(=O)(=O)c1ccccc1)c1ccccc1	-2.7%	5.8%	?
CCc1ccccc1NC(=O)CN1CCCN(Cc2cc(C)ccc2C)S1(=O)=O	-2.1%	-19.0%	-12.5%
COc1ccc(OC)c(NC(=O)CCc2c(C)nn(-c3ccc(N4CCCC4)nn3)c2C)c1	-1.4%	-14.0%	7.5%
CCCCSc1nnc2c(n1)OC(c1ccc(C)s1)Nc1ccccc1-2 (centres undefined)	0.9%	-29.3%	10.0%
COc1ccc(OC)c(NC(=O)N2CCC(CN3CCCCC3)CC2)c1	0.7%	i	1.5%
Cn1nnnc1SCCCNCc1cccc(OCc2ccc(Cl)cc2)c1	-16.6%	i	-16.0%
Cn1nnnc1SCCCNCc1cccc(OCc2ccccc2Cl)c1	-19.1%	-9.5%	?
COc1cc(C2c3c(-c4cc(C)ccc4O)n[nH]c3C(=O)N2CCCO)ccc1OCCC(C)C (centres undefined)	-19.6%	-64.8%[inhibitor]	?
CCCc1nn2c(=O)cc(COC(=O)c3ccc(NC(=O)CCc4ccccc4)cc3)nc2s1	-2.9%	i	-16.9%
COc1ccc(CCNC(=O)C2(c3cccs3)CCOCC2)cc1OC	-0.9%	i	-6.0%
CCc1ccc(-n2c(SCc3nc(-c4cc(OC)ccc4OC)no3)nnc2-c2ccccc2)cc1	-3.4%	i	?
COc1ccc(NC(=O)CCCc2nc(-c3ccco3)no2)c(OC)c1	-6.3%	15.0%	-4.7%
COc1ccc(Cl)cc1NC(=O)c1cc(S(=O)(=O)N(C)Cc2ccccc2)ccc1F	3.0%	9.2%	4.1%
CCc1nn(CC(=O)Nc2ccc(NC(C)=O)cc2)c(=O)c2cc3sccc3n12	-9.4%	i	-2.7%
CCSc1nnc2c(n1)OC(c1ccc(OCC(=O)O)cc1)Nc1ccccc1-2 (centres undefined)	-17.3%	-2.7%	11.6%
CCc1ccc(NC(=O)CC2C(=O)N(c3cccc(C)c3)C(=O)N2CCC(C)C)cc1 (centres undefined)	-2.3%	i	?
COc1cc2c(cc1NC(=O)COc1cc(C)cc(C)c1)oc1ccccc12	-4.9%	-16.7%	6.9%
N#Cc1ccc(NC(=O)c2ccc3c(c2)nnn3C2CCCC2)cc1	2.8%	-19.8%	15.8%
O=C(NCc1ccccc1)c1ccc2c(c1)N(Cc1cccc(Cl)c1)C(=O)c1ccccc1S2(=O)=O	-5.5%	i	-8.9%
COc1cccc(N2CC(NC(=O)C3CC3)CC2=O)c1 (centres undefined)	6.8%	i	11.7%
O=C1OC(C(=O)Nc2ccc(Cl)c(C(F)(F)F)c2)Cc2ccccc21 (centres undefined)	1.9%	i	-24.2%
Cc1ccc(-n2c(SCC(=O)Nc3ccc4c(c3)OCO4)nc3c([nH]c4ccccc43)c2=O)cc1	-11.1%	i	11.0%
CCCn1c(SCC(O)c2cccc(OC)c2)nc2ccccc21 (centres undefined)	-13.8%	-64.3%[inhibitor]	-26.6%

4 compounds from above, ordered by their value in PTHR1 agonist, high to low:
canonical_smiles | PTHR1 agonist
COc1ccc(NC(=O)CCCc2nc(-c3ccco3)no2)c(OC)c1 | 15.0%
O=C(CSc1oc(-c2ccccc2)nc1S(=O)(=O)c1ccccc1)c1ccccc1 | 5.8%
COc1ccc(OC)c(NC(=O)CCc2c(C)nn(-c3ccc(N4CCCC4)nn3)c2C)c1 | -14.0%
COc1cc2c(cc1NC(=O)COc1cc(C)cc(C)c1)oc1ccccc12 | -16.7%

An excerpt; rates above refer to the full screens.
